Screening results deposited in PubChem BioAssay by Broad Institute.
BioA inh: inhibitors of Mycobacterium tuberculosis BioA enzyme; purified M. tuberculosis BioA enzyme, plate reader; inhibition, % at 9.99 µM; 360,000 compounds, 0.096% hits; in the data active = inhibition above about 40%
* marks the source's active call; other numbers are inactive results.

SMILES	BioA inh
COc1ccc(S(=O)(=O)N(C)C[C@@H]2Oc3ccc(NC(=O)C4CCCCC4)cc3CC(=O)N([C@H](C)CO)C[C@@H]2C)cc1	0.0
C[C@H]1CCCCO[C@@H](CN(C)Cc2ccncc2)[C@@H](C)CN([C@@H](C)CO)C(=O)c2cc(NC(=O)Nc3ccccc3)ccc2O1	0.0
CCC(=O)Nc1ccc2c(c1)C(=O)N(C)C[C@@H](OC)[C@@H](C)CN(CCc1ccccc1)[C@@H](C)CO2	1.6
COCC(=O)N1C[C@@H]2[C@H](c3ccccc31)[C@@H](CO)N2Cc1ccccc1F	-6.6
O=S(=O)(c1ccc(F)cc1)N1CCCCN2[C@H](CO)[C@H](c3ccc(-c4cncnc4)cc3)[C@H]2C1	-2.3
C[C@@H]1CN([C@@H](C)CO)C(=O)Cc2cc(NC(=O)Cc3cn(C)c4ccccc34)ccc2O[C@H]1CN(C)C(=O)Nc1cccc2ccccc12	2.5
C[C@@H]1CN([C@@H](C)CO)C(=O)Cc2cc(NS(=O)(=O)c3ccccc3)ccc2O[C@@H]1CN(C)Cc1ccc(C(=O)Nc2ccccc2N)cc1	4.1
Cc1noc(C)c1NC(=O)N(C)C[C@H]1Oc2ccc(NS(=O)(=O)c3cn(C)cn3)cc2C(=O)N([C@@H](C)CO)C[C@@H]1C	-0.5
COCC(=O)N(C)C[C@H]1Oc2cc(-c3ccc(C)cc3)ccc2S(=O)(=O)N([C@@H](C)CO)C[C@H]1C	1.1
COc1ccccc1S(=O)(=O)N[C@@H]1CC[C@H](CC(=O)N2CCCCC2)O[C@H]1CO	-2.8
C[C@@H]1CN([C@@H](C)CO)C(=O)c2cccc(NS(=O)(=O)c3ccc(Cl)cc3)c2O[C@@H]1CN(C)S(C)(=O)=O	-0.2
C[C@H]1CN([C@@H](C)CO)C(=O)c2cc(NC(=O)Nc3ccccc3)ccc2O[C@H]1CN(C)S(=O)(=O)c1ccccc1	12
Cc1noc(C)c1S(=O)(=O)Nc1ccc2c(c1)C(=O)N([C@H](C)CO)C[C@@H](C)[C@H](CN(C)S(=O)(=O)c1ccc(Cl)cc1)OCCCC[C@@H](C)O2	0.2
COc1ccc(NC(=O)N(C)C[C@H]2Oc3cc(C#CCC(C)C)ccc3S(=O)(=O)N([C@@H](C)CO)C[C@@H]2C)cc1	0.3
COc1ccccc1S(=O)(=O)N[C@H]1C=C[C@H](CC(=O)NCc2cc(F)cc(F)c2)O[C@H]1CO	1.7
C[C@@H]1CN([C@@H](C)CO)S(=O)(=O)c2ccc(C3=CCCC3)cc2O[C@H]1CN(C)Cc1ccccc1F	-2.3
CO[C@@H]1CN(C)C(=O)c2cc(NC(=O)C3CCOCC3)ccc2OC[C@H](C)N(C(C)=O)C[C@H]1C	-1.5
CC(C)N(C[C@H]1[C@@H](c2ccccc2)[C@H](CO)N1S(C)(=O)=O)C(=O)CN(C)C	1.4
O=C(Cc1ccccc1)N1C[C@@H]2[C@H](c3ccccc31)[C@@H](CO)N2C(=O)c1ccc(F)cc1	4.2
C[C@H](CO)N1C[C@H](C)[C@@H](CN(C)C(=O)Nc2ccc(F)cc2)Oc2ccc(NC(=O)CCN3CCOCC3)cc2CC1=O	2.3
COCC(=O)Nc1ccc2c(c1)[C@H]1C[C@@H](CC(=O)NC3CCCC3)O[C@@H](CO)[C@H]1O2	0.5
COc1ccc(S(=O)(=O)N(C)C[C@@H]2Oc3c(NC(=O)C4CCCCC4)cccc3C(=O)N([C@H](C)CO)C[C@@H]2C)cc1	-1.7
C[C@@H]1CN([C@H](C)CO)S(=O)(=O)c2ccc(Br)cc2O[C@H]1CN(C)Cc1ccccn1	3.4
CO[C@H]1CN(C)C(=O)c2cc(NC(=O)c3cccc(F)c3)ccc2OC[C@@H](C)NC[C@@H]1C	6.9
CC(=O)N1[C@@H](CO)[C@H](c2ccccc2)[C@@H]1CN(C(=O)c1ccc(F)cc1)C(C)C	0.6
COc1cccc(NC(=O)Nc2ccc3c(c2)C(=O)N(C)C[C@H](OC)[C@H](C)CN[C@@H](C)CO3)c1	-0.2
N#C[C@H]1[C@@H](c2ccc(-c3ccc(F)cc3)cc2)[C@H](CO)N1c1nc(-c2ccccc2)cs1	-0.1
CC(=O)N(C)C[C@H]1Oc2cc(C#Cc3ccncc3)ccc2S(=O)(=O)N([C@@H](C)CO)C[C@H]1C	-2.0
CN1CCN(C(=O)C[C@@H]2CC[C@H](NC(=O)c3ccc4c(c3)OCO4)[C@H](CO)O2)CC1	-0.8
COc1ccc(C#Cc2ccc([C@H]3[C@H]4CN(C(=O)Cc5cccnc5)CCCCN4[C@H]3CO)cc2)cc1	-2.6
C[C@@H]1CN([C@@H](C)CO)C(=O)c2cc(NS(C)(=O)=O)ccc2O[C@H]1CN(C)Cc1ccccc1	-0.8
Cc1ccc(S(=O)(=O)Nc2ccc3c(c2)C(=O)N([C@H](C)CO)C[C@H](C)[C@H](CN(C)S(=O)(=O)c2cccs2)O3)cc1	0.0
CC(=O)N1[C@H](CO)[C@H](c2ccc(C3=CCCC3)cc2)[C@@H]1CNC(=O)CN(C)C	2.0
CC(=O)N(C)C[C@@H]1Oc2ncc(C#CC(C)(C)O)cc2C(=O)N([C@H](C)CO)C[C@@H]1C	0.1
COc1ccc(S(=O)(=O)Nc2ccc3c(c2)CC(=O)N([C@H](C)CO)C[C@@H](C)[C@H](CN(C)Cc2ccc(-c4ccccc4)cc2)O3)cc1	-2.0
CN(C)C(=O)c1ccc(-c2ccc([C@H]3[C@H](CO)N4CCCCN(S(C)(=O)=O)C[C@@H]34)cc2)cc1	-0.8

Taken from the entries so far, 11 compounds:
SMILES	BioA inh
O=S(=O)(c1ccc(F)cc1)N1CCCCN2[C@H](CO)[C@H](c3ccc(-c4cncnc4)cc3)[C@H]2C1	-2.3
C[C@@H]1CN([C@@H](C)CO)C(=O)Cc2cc(NC(=O)Cc3cn(C)c4ccccc34)ccc2O[C@H]1CN(C)C(=O)Nc1cccc2ccccc12	2.5
C[C@@H]1CN([C@@H](C)CO)C(=O)Cc2cc(NS(=O)(=O)c3ccccc3)ccc2O[C@@H]1CN(C)Cc1ccc(C(=O)Nc2ccccc2N)cc1	4.1
Cc1noc(C)c1NC(=O)N(C)C[C@H]1Oc2ccc(NS(=O)(=O)c3cn(C)cn3)cc2C(=O)N([C@@H](C)CO)C[C@@H]1C	-0.5
COCC(=O)N(C)C[C@H]1Oc2cc(-c3ccc(C)cc3)ccc2S(=O)(=O)N([C@@H](C)CO)C[C@H]1C	1.1
COc1ccccc1S(=O)(=O)N[C@@H]1CC[C@H](CC(=O)N2CCCCC2)O[C@H]1CO	-2.8
C[C@@H]1CN([C@@H](C)CO)C(=O)c2cccc(NS(=O)(=O)c3ccc(Cl)cc3)c2O[C@@H]1CN(C)S(C)(=O)=O	-0.2
C[C@H]1CN([C@@H](C)CO)C(=O)c2cc(NC(=O)Nc3ccccc3)ccc2O[C@H]1CN(C)S(=O)(=O)c1ccccc1	12
Cc1noc(C)c1S(=O)(=O)Nc1ccc2c(c1)C(=O)N([C@H](C)CO)C[C@@H](C)[C@H](CN(C)S(=O)(=O)c1ccc(Cl)cc1)OCCCC[C@@H](C)O2	0.2
COc1ccc(NC(=O)N(C)C[C@H]2Oc3cc(C#CCC(C)C)ccc3S(=O)(=O)N([C@@H](C)CO)C[C@@H]2C)cc1	0.3
COc1ccccc1S(=O)(=O)N[C@H]1C=C[C@H](CC(=O)NCc2cc(F)cc(F)c2)O[C@H]1CO	1.7

Continuation.
SMILES	BioA inh
C[C@@H]1CN([C@H](C)CO)C(=O)c2cc(N(C)C)ccc2O[C@H]1CN(C)Cc1ccc(C(=O)Nc2ccccc2N)cc1	-2.3
CCC(=O)N[C@H]1CC[C@@H](CCn2cc(C3CC3)nn2)O[C@@H]1CO	2.3
C[C@@H]1CCCCO[C@@H](CN(C)S(C)(=O)=O)[C@H](C)CN([C@@H](C)CO)C(=O)c2cc(NC(=O)Nc3ccc4c(c3)OCO4)ccc2O1	6.2
COc1ccc(NC(=O)N(C)C[C@@H]2Oc3ncc(-c4ccc(OC)cc4)cc3C(=O)N([C@H](C)CO)C[C@@H]2C)cc1	2.2
Cc1ccc(S(=O)(=O)N(C)C[C@@H]2Oc3c(NS(=O)(=O)c4ccc(F)cc4)cccc3C(=O)N([C@H](C)CO)C[C@@H]2C)cc1	-0.6
Cc1ccc(S(=O)(=O)N(C)C[C@H]2OCCCC[C@@H](C)Oc3ccc(NC(=O)Nc4ccc(C(F)(F)F)cc4)cc3C(=O)N([C@H](C)CO)C[C@@H]2C)cc1	-2.5
C[C@H](CO)N1C[C@H](C)[C@H](CN(C)C(=O)CC2CC2)Oc2ncc(C#CC3CC3)cc2C1=O	-0.5
Cc1noc(C)c1NC(=O)N(C)C[C@H]1Oc2ccc(NS(=O)(=O)c3cn(C)cn3)cc2C(=O)N([C@@H](C)CO)C[C@H]1C	-1.6
C/C=C/c1ccc([C@@H]2[C@@H](C#N)N(C(=O)Cc3ccccn3)[C@@H]2CO)cc1	-2.0
CCCNC(=O)C[C@@H]1CC[C@@H]2[C@H](COc3ccc(NC(=O)c4cccc(Cl)c4)cc3C(=O)N2C)O1	0.5
CCCN1[C@@H]2c3ccc(C4=CCCC4)c(=O)n3C[C@@H]2[C@@H](CO)[C@@H]1C(=O)NC1Cc2ccccc2C1	-1.0
CC(=O)N(C)C[C@H]1Oc2ncc(C#C[C@@H](C)O)cc2C(=O)N([C@@H](C)CO)C[C@H]1C	-0.5
C[C@H](CO)N1C[C@H](C)[C@H](CN(C)S(C)(=O)=O)Oc2cc(C#Cc3ccccc3)ccc2S1(=O)=O	6.7
COCC(=O)N(C)C[C@H]1Oc2ncc(-c3ccc(C#N)cc3)cc2C(=O)N([C@H](C)CO)C[C@H]1C	1.7
C[C@@H]1CN([C@@H](C)CO)C(=O)Cc2cc(NS(=O)(=O)c3ccc(F)cc3)ccc2O[C@H]1CN(C)C(=O)Nc1ccc(F)cc1	-1.3
CC(C)NC(=O)N(C)C[C@@H]1Oc2ncc(C#CC3CCCC3)cc2C(=O)N([C@H](C)CO)C[C@@H]1C	-1.8
COCC(=O)N(C)C[C@@H]1Oc2ncc(C#C[C@@H](C)O)cc2C(=O)N([C@H](C)CO)C[C@H]1C	-1.4
CN1CCN(C(=O)C[C@@H]2CC[C@H](NC(=O)c3ccc4c(c3)OCO4)[C@@H](CO)O2)CC1	0.0
C[C@H](CO)N1C[C@H](C)[C@H](CN(C)Cc2ccncc2)Oc2cc(C3=CCCC3)ccc2S1(=O)=O	-0.2
COc1ccc(NC(=O)N(C)C[C@H]2Oc3c(NS(C)(=O)=O)cccc3C(=O)N([C@H](C)CO)C[C@@H]2C)cc1	-4.0
COCC(=O)Nc1ccc2c(c1)C(=O)N(C)C[C@H](OC)[C@@H](C)CN(C(=O)c1ccccc1)[C@H](C)CO2	-1.0
C[C@@H]1CCCCO[C@H](CN(C)S(C)(=O)=O)[C@H](C)CN([C@@H](C)CO)C(=O)c2cc(NC(=O)Nc3ccc(F)cc3)ccc2O1	1.4
COc1ccc(NC(=O)N(C)C[C@H]2Oc3cc(-c4ccncc4)ccc3S(=O)(=O)N([C@@H](C)CO)C[C@H]2C)cc1	-2.4
O=C(c1ccccc1F)N1C[C@@H]2[C@H](c3ccccc31)[C@H](CO)N2C(=O)c1ccc(F)cc1	-5.9
C[C@H](CO)N1C[C@H](C)[C@@H](CN(C)Cc2ccccc2)Oc2ccc(NS(=O)(=O)c3cn(C)cn3)cc2C1=O	-0.9
C[C@H]1CN([C@@H](C)CO)S(=O)(=O)c2ccc(C#CCN(C)C)cc2O[C@@H]1CN(C)Cc1ccccc1F	-0.8
CN1C(=O)c2cc(NC(=O)Cc3ccccc3)ccc2OC[C@@H]2O[C@H](CC(=O)O)CC[C@H]21	-1.8
C[C@@H]1CN([C@@H](C)CO)C(=O)c2cc(NC(=O)Nc3ccc(C(F)(F)F)cc3)ccc2O[C@@H](C)CCCCO[C@H]1CN(C)CC1CCCCC1	-0.7
COCC(=O)Nc1ccc2c(c1)OC[C@@H](C)N(CCC(F)(F)F)C[C@H](C)[C@@H](OC)CN(C)C2=O	-3.0
COc1cccc(S(=O)(=O)Nc2ccc3c(c2)[C@H]2C[C@H](CC(=O)NCc4ccccc4F)O[C@H](CO)[C@H]2O3)c1	0.7
COc1ccc(NC(=O)Nc2ccc3c(c2)C(=O)N([C@@H](C)CO)C[C@@H](C)[C@H](CN(C)C(=O)Nc2cccc4ccccc24)OCCCC[C@H](C)O3)cc1	-1.0
CO[C@H]1CN(C)C(=O)c2ccc(NS(=O)(=O)CC(F)(F)F)cc2OC[C@@H](C)NC[C@@H]1C	-0.4
COc1ccc(NC(=O)N(C)C[C@@H]2Oc3ncc(C#Cc4ccc(OC)c(OC)c4)cc3C(=O)N([C@H](C)CO)C[C@@H]2C)cc1	1.0
CNC[C@H]1Oc2ncc(Br)cc2C(=O)N([C@H](C)CO)C[C@@H]1C	-1.4
CN(C)C(=O)[C@H]1[C@H](CO)[C@H]2Cn3c(cccc3=O)[C@H]2N1C(=O)C1CCC1	1.0
CC(C)NC(=O)N(C)C[C@@H]1Oc2ccc(NS(=O)(=O)c3cccs3)cc2CC(=O)N([C@H](C)CO)C[C@H]1C	-1.1
C[C@@H]1CN([C@H](C)CO)S(=O)(=O)c2ccc(C3=CCCC3)cc2O[C@H]1CN(C)Cc1ccccn1	0.8
CCCC(=O)Nc1ccc2c(c1)C(=O)N(C)C[C@H](OC)[C@H](C)CN(Cc1ccccc1F)[C@@H](C)CO2	0.5
Cc1ccc(-c2cnc3c(c2)C(=O)N([C@@H](C)CO)C[C@H](C)[C@H](CN(C)C(=O)Cc2cccnc2)O3)cc1	-7.4
C[C@H]1CN([C@@H](C)CO)C(=O)c2cc(C3=CCCC3)cnc2O[C@H]1CN(C)Cc1ccccc1	2.3
COC(=O)C[C@H]1CC[C@H]2[C@@H](COc3ccc(NC(=O)Nc4ccc(C)cc4)cc3C(=O)N2C)O1	-3.0
CC(=O)N1[C@@H]2c3cccc(=O)n3C[C@H]1[C@H](CO)[C@H]2C(=O)N1CCc2ccccc2C1	-3.5
O=C(C[C@@H]1CC[C@@H]2[C@H](COC[C@H](O)CN2Cc2cccc(-c3ccncc3)c2)O1)N1CCN(c2ccccc2)CC1	0.9
CCS(=O)(=O)Nc1ccc2c(c1)C(=O)N(C)[C@@H]1CC[C@H](CC(=O)NCCCN3CCOCC3)O[C@H]1CO2	0.3
Cc1ccc(S(=O)(=O)N(C)C[C@H]2OCCCC[C@H](C)Oc3ccc(NC(=O)Nc4ccccc4)cc3C(=O)N([C@@H](C)CO)C[C@H]2C)cc1	-0.1

Not all compounds are listed. The share of hits here may be higher or lower than overall.
